HRas wt GTP bind – modulators of GTP binding to human HRas wildtype; GST-Ras wt beads, Bodipy-FL-GTP binding, flow cytometry; actives lie on both sides; AID 759; GTP binding activity, % at 10 µM; 190,000 compounds, 0.14% hits; P01112;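 active = GTP binding activity at least 20% away from the 100% baseline, either lowered as inhibitor or raised as activator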;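 also: 0% = unlabeled GTP competition control and 100% = no-compound control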
Target sequence (P01112 whole entry, looked up): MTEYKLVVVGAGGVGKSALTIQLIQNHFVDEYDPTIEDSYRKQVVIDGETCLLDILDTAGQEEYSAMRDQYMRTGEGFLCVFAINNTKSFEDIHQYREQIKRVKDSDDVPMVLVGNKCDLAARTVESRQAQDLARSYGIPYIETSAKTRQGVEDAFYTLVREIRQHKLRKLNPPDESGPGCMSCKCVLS
Mcl1 Noxa PPI – disrupts binding of human Mcl-1 to Noxa peptide; TR-FRET Mcl-1/Noxa peptide binding, 2 h; inhibition, % at 21.7 µM; 220,000 compounds, 1.5% hits; AID 1022; Q07820;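 active = compounds that cut the protein-peptide binding signal by more than 50% relative to plate controls in a single-dose test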;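 also: His-tagged Mcl-1 with rhodamine Noxa BH3 peptide and terbium anti-His antibody; 0% = Mcl-1 plus Noxa peptide wells and 100% = peptide-only wells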
Target sequence (Q07820 whole entry, looked up): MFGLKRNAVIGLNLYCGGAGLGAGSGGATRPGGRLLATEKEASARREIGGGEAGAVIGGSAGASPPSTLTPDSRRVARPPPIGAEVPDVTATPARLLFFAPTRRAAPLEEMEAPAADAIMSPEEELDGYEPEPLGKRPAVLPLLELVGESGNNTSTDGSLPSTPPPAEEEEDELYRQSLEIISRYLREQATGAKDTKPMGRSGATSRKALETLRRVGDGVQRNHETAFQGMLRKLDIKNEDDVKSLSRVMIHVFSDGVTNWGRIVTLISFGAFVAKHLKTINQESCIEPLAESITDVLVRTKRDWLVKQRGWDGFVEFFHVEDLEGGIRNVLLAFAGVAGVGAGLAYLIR
Pf gamet viab – P. falciparum stage V gametocyte viability inhibition; AID 743093; P. falciparum stage V gametocytes, ATP luminescence, 24 h; inhibition, % at 10.9 µM; 150,000 compounds, 0.065% hits;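 active = inhibition above the mean plus 3 SD of compounds within the control limits, set per campaign, cut at about 38% in these data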;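 also: 0% = DMSO wells and 100% = medium only without gametocytes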
Rac1 wt modul – modulators of human Rac1 wildtype GTP binding; P63000; GST-Rac1 beads, fluorescent GTP binding, flow cytometry; actives lie on both sides; 0 = cold GTP competed, 100 = untreated; GTP binding activity (% of control), % at 10 µM; 190,000 compounds, 0.27% hits;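 active = GTP binding activity at least 20 points away from the 100% control level, either lower or higher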
Cdc42 wt GTP – modulators (inhibitors or activators) of GTP binding to human Cdc42 wildtype; P60953; GST-Cdc42 beads, Bodipy-GTP binding, flow cytometry; actives lie on both sides; percent activity (GTP binding), % at 10 µM; 190,000 compounds, 0.2% hits; AID 761;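 active = percent activity GTP binding at least 20 points away from the 100% baseline, either down as inhibitor or up as activator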;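 also: median bead fluorescence of bound Bodipy-FL-GTP at 100 nM; 0% = excess unlabeled GTP control and 100% = no compound control; below 100% means less GTP binding so inhibitor and above means activator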
Target sequence (P60953 whole entry, looked up): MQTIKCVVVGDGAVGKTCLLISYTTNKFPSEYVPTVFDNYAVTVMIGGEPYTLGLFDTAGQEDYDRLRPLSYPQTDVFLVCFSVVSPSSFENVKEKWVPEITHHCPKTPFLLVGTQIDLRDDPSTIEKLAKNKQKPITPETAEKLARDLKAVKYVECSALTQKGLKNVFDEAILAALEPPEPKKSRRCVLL
Rac1 act GTP bind – human Rac1 activated mutant GTP binding change; P63000; GST-Rac1 activated beads, fluorescent GTP binding, flow cytometry; actives lie on both sides; 100% means binding = to untreated wells; percent activity (GTP binding), % at 10 µM; 190,000 compounds, 0.11% hits; AID 764;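 active = GTP binding at least 20 percentage points away from the 100% baseline, in either direction, so actives lie on both sides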
Rab2A wt mod – changes GTP binding to wildtype dog Rab2A, up or down. 190,000 compounds, 0.19% hits. GST-Rab2 wt beads, Bodipy-GTP binding, flow cytometry. GTP binding activity, % at 10 µM;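 active = GTP binding activity at least 20 points away from 100%, either lowered or raised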;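 also: 0% = beads with excess unlabeled GTP and 100% = no-compound control corrected for plate trend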
Rab7 wt GTP bind – modulators of GTP binding to dog Rab7 wildtype GTPase; GST-Rab7 beads, fluorescent GTP binding, flow cytometry; actives lie on both sides; untreated = 100%, excess cold GTP = 0%; GTP binding activity (percent of control), % at 10 µM; 190,000 compounds, 0.055% hits;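 active = fluorescent GTP binding to Rab7 beads changed by at least 20 points from the 100% baseline, either direction, mostly lower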;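 also: median green fluorescence of bound Bodipy-FL-GTP per Rab7 bead population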
Avidin bead fluor – compound fluoresces at 488/530 nm on avidin beads; 220,000 compounds, 0.38% hits; fluorescence (KMESF) at 10 µM; compound fluorescence 488/530 nm, flow cytometry; hits give high values; AID 1775; in the data active = fluorescence above about 47; also: inactives centre near 10
GSH bead fluor – compound fluoresces at 488/530 nm on GSH beads; GSH beads flow cytometry, compound fluorescence 488/530 nm; hits give high values; fluorescence (KMESF) at 10 µM; 190,000 compounds, 0.25% hits; AID 1776; in the data active = fluorescence above about 89;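 also: glutathione beads carrying GST-tagged Bcl family fusion proteins plus one bare bead set; values are compound well signal with DMSO vehicle wells as background; inactives centre near 16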
Mcl1-Bid inh – Mcl-1/Bid interaction inhibition | inhibition, % at 21.7 µM | 220,000 compounds, 0.97% hits | AID 1021 | TR-FRET Mcl-1/Bid-Dy647 peptide binding, 1536-well | Q07820;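 active = compounds that cut the binding signal by more than half at the single screening dose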;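 also: His-tagged Mcl-1 with europium anti-His antibody binding Bid BH3 peptide; 0% = Mcl-1 plus peptide wells and 100% = peptide-only wells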
* = called active by the depositor; . = no result given.

molecule	Cdc42 wt GTP	Rab7 wt GTP bind	Avidin bead fluor	Rab2A wt mod	GSH bead fluor	HRas wt GTP bind	Pf gamet viab	Mcl1-Bid inh	Mcl1 Noxa PPI	Rac1 wt modul	Rac1 act GTP bind
O=[N+]([O-])/C=C\c1ccc(N2CCCC2)c(F)c1	95	106	15	98	13	98	.	5	25	96	93
CCn1c(C(C)NC(=O)c2ccccc2C)n[nH]c1=S (centres undefined)	98	107	9	101	18	99	0	-1	12	102	97
O=c1c([N+](=O)[O-])cccn1Cc1cccc(Cl)c1	104	99	8	100	13	100	-16	-10	-6	102	101
CCOc1ccc(Nc2nc(N)nc(CN3CCN(c4ccccc4F)CC3)n2)cc1	102	104	8	99	17	101	.	-4	4	100	97
O=S(=O)(NCCc1csc(-c2cccnc2)n1)c1ccc(Cl)s1	107	101	13	101	13	101	.	-19	12	107	101
CCOC(=O)C1=C(C)Nc2nnnn2C1c1ccc(OC)c(Br)c1 (centres undefined)	98	99	9	98	22	99	.	-6	1	103	99
CC(C)CCOc1ccc(C2(C)NC(=O)N(CN3CCOCC3)C2=O)cc1 (centres undefined)	99	97	30	96	20	97	.	-15	-2	102	96
COc1ccc(-c2nc(=S)[nH][nH]2)cc1OC	100	109	9	104	10	103	23	-34	49	103	97
O=C1CC(N2CCC(c3nc4ccccc4s3)CC2)C(=O)N1Cc1ccccc1 (centres undefined)	98	94	7	93	34	97	1	-16	13	101	95
CC(/C=N/NC(=O)c1cc(-c2ccc(C)o2)[nH]n1)=C\c1ccccc1	101	99	23	98	11	99	24	-8	26	102	97
CC1(c2ccccc2)NC(=O)N(CC(=O)Nc2cc(S(=O)(=O)N3CCOCC3)ccc2Cl)C1=O (centres undefined)	99	101	23	99	12	100	20	-16	0	99	97
O=S(=O)(Nc1nc2c(s1)CCCC2)c1ccc(F)cc1	97	100	8	101	18	100	.	-3	18	103	98
O=C(Nc1ccccc1)N1N=CCC1c1ccccc1 (centres undefined)	97	97	11	96	19	94	.	-14	-3	105	95
Cc1nc2ccccc2c2oc(C(=O)N3CCc4ccccc4C3)cc12	104	103	7	105	22	107	.	1	32	117	105
CCN(C(=O)c1cc2ccccc2oc1=O)c1ccccc1	102	103	5	102	12	102	.	-13	3	103	99
Cc1nn(Cc2cccc(Oc3ccccc3)c2)c(C)c1NC(=O)NC12CC3CC(CC(C3)C1)C2	97	99	4	99	14	101	.	0	7	100	98
CNc1cc(N2CCN(S(=O)(=O)N(C)C)CC2)ccc1[N+](=O)[O-]	100	95	10	96	16	96	.	-24	5	99	97
C/C(N)=C(/C#N)C(=O)COC(=O)CSc1ccccc1	98	96	12	98	6	101	-24	-31	7	100	95
O=C(CNS(=O)(=O)c1ccc(Cl)cc1)N/N=C/c1ccco1	99	90	11	97	11	96	-11	-22	-1	97	98
O=C(O)CSC1CC(=O)N(c2ccc(Cl)c(Cl)c2)C1=O (centres undefined)	98	93	11	96	29	96	-4	-17	41	93	94
Cc1ccc(C(C(=O)NCC2CCCO2)N(Cc2ccccc2)C(=O)c2ccc(-c3ccccc3)[nH]2)o1 (centres undefined)	93	96	4	96	11	98	.	-11	-5	98	95
O=C(COc1cccc(Br)c1)N/N=C/C(=O)c1ccccc1	98	94	9	96	71	95	-1	-6	8	95	95
CCN1/C(=C(\O)c2ccccc2)C(=O)c2ccccc2S1(=O)=O	95	99	12	98	46	97	.	-12	0	97	92
COc1ccc(S(=O)(=O)CCC(=O)Nc2cc(C)ccc2OC)cc1	96	106	10	99	9	99	.	-28	20	97	98
COc1c(C)cc(C(=O)C2CCCN(Cc3ccc(Oc4ncccn4)cc3)C2)cc1C (centres undefined)	93	88	12	91	14	90	-19	-27	15	92	93
CCOC(=O)NN1C(=O)c2ccccc2NC1c1cccc(O)c1 (centres undefined)	104	103	14	101	25	102	.	-30	23	103	102
O=C(CCn1[nH]c(=O)c2ccccc2c1=O)N1CCOCC1	101	100	6	100	46	100	.	16	9	101	98
CCOC(=O)N1CCC(N(C(=O)Nc2cccc(OC)c2)C(C)CC)CC1 (centres undefined)	100	96	12	99	33	99	.	7	10	102	98
O=C(CCN1C(=O)c2ccccc2C1=O)NC(=S)Nc1ccccc1Cl	95	90	4	93	25	95	-6	-7	17	97	97
Cc1ccccc1-n1c(N)cc(=O)[nH]c1=S	101	99	21	101	25	100	.	-18	3	103	101
COc1ccccc1CNC(=O)C(CC(C)C)NS(=O)(=O)c1ccc2c(c1)oc(=O)n2C (centres undefined)	100	98	14	96	22	96	.	-14	13	99	98
CCOc1ccc(-c2cn(-c3ccc(OC)cc3)c(SC)n2)cc1	97	103	11	101	5	103	-4	-41	15	104	100
Cc1nc2c([nH]c3ccccc32)c(=O)n1N	96	94	21	96	7	94	14	-18	-17	94	94
Cc1ccc(-c2nnn(CC(=O)N(CC(=O)NC(C)C)c3cnc4ccccc4c3)n2)o1	98	98	14	99	22	98	-19	-4	6	99	98
COC(=O)c1cc(=O)n(Cc2ccc(OC)c(OC)c2)c(=Nc2ccc(F)cc2)s1	99	97	7	100	27	98	.	-9	2	100	97
O=C(NC1CC1)C1CCN(C2CCN(C(=O)Cc3ccc(F)cc3)CC2)CC1	99	97	2	98	9	98	1	-16	27	99	96
CCOc1ncccc1C(=O)N1CCN(C(=O)c2ccccc2)CC1	95	103	10	100	13	101	-59	-37	-5	102	98
CSc1ccc(C(=O)C2CCCN(C(=O)c3csc(C(C)=O)c3)C2)cc1 (centres undefined)	95	101	3	98	9	97	4	-32	-11	98	92
Cc1ccc(SCCNC(=S)Nc2cc(C)ccc2C)cc1	99	101	14	100	10	101	10	-77	24	99	94
CN1CCN(c2cc(=O)n(Cc3ccc(F)cc3)c(=O)[nH]2)CC1	105	105	6	105	17	102	.	-50	13	107	100
O=C(NCc1nc(-c2ccccc2)no1)c1ccc(Br)o1	102	104	18	101	16	100	.	-16	3	103	98
Cc1ccc(-c2nnc(OCCN3CCOCC3)c3ccccc23)cc1	102	98	7	101	46	99	.	-4	14	101	100
COc1ccc(C2CC(c3cccs3)=NN2C(=O)CSc2nc3ccccc3s2)cc1 (centres undefined)	101	101	13	100	13	100	.	-8	-5	105	102
Clc1ccc(NCc2nnc3n2CCCCC3)cc1	104	101	32	103	18	104	.	-33	-8	106	101
COc1ccc2oc(=O)c(C(=O)n3ccc(C)n3)cc2c1	99	101	11	101	16	101	8	-8	-6	98	100
O=C(N/N=C/CCc1ccccc1)C1CCCCC1	103	102	5	98	6	103	13	-38	11	104	99
COC(=O)CC1C(=O)NCCN1C(=S)Nc1cccc(C(F)(F)F)c1 (centres undefined)	97	98	.	99	71	97	-31	-13	27	99	92
FC(F)(F)c1ccc(N2CCN(c3ncnc4c3nnn4Cc3ccccc3)CC2)nc1	101	104	21	100	29	100	.	-25	-13	105	97
CCN(CC)CCCNC(=O)CSc1c2c(nc3cc(Cl)ccc13)CCCC2	99	90	10	96	62	96	0	-17	14	96	98
Cc1cc(C)c(C)c(OCCCN(C)C)c1	104	101	12	101	21	101	-7	53*	25	103	100
Cc1cc(NC(=O)CCCN2C(=O)c3cccc4cccc(c34)C2=O)no1	102	99	11	98	18	98	32	-16	10	101	98
CC(C)N1C(=O)C(Cc2nc3ccccc3c(=O)n2-c2ccccc2)c2ccccc21 (centres undefined)	107	102	8	106	21	105	-18	-27	-3	102	103
CC(CCc1ccccc1)NC(=O)c1ccc(NC(=O)c2ccccc2)cc1 (centres undefined)	99	96	10	94	11	95	11	-7	6	98	96
O=C(Nc1ccc(-c2nc3ccccc3[nH]2)cc1)c1ccc2c(c1)OCO2	96	102	10	95	15	97	-10	38	7	99	98
CC(C)n1c(N2CCN(C(=O)c3cccs3)CC2)nc2ccccc21	103	97	15	102	24	102	.	-7	11	102	100
CCOc1ccc(C(=O)Nc2c3c(nn2-c2cccc(C)c2C)CS(=O)C3)cc1 (centres undefined)	100	100	8	103	14	100	.	-12	-3	106	100

The results go on.
molecule	Cdc42 wt GTP	Rab7 wt GTP bind	Avidin bead fluor	Rab2A wt mod	GSH bead fluor	HRas wt GTP bind	Pf gamet viab	Mcl1-Bid inh	Mcl1 Noxa PPI	Rac1 wt modul	Rac1 act GTP bind
COc1ccc(OCc2cc(-c3ccc(Cl)cc3)no2)cc1	81	96	8	85	70	84	1	-7	6	88	83
N#Cc1ccccc1S(=O)c1ccccc1C(=O)Nc1ccccc1 (centres undefined)	100	106	24	102	9	102	.	4	7	97	98
COc1ccc(OCCOC(=O)c2[nH]c(C)c(C(C)=O)c2C)cc1	100	98	11	99	22	98	-16	-7	4	101	97
Cc1ccc(C(=O)/C=C/c2ccccc2[N+](=O)[O-])cc1	92	96	10	93	10	94	-34	-22	8	97	92
CCCCNc1ncnc2c1cnn2-c1ccccc1	108	98	9	104	23	106	.	-6	1	105	102
Cc1ccc(S(=O)(=O)NC(=O)NCc2ccc(F)cc2)cc1	95	101	11	97	24	98	11	-12	0	96	92
COc1cccc2c1OC1(C)CC2NC(=O)N1c1cccc(C(=O)Nc2ccc3c(c2)OCCO3)c1 (centres undefined)	103	101	11	100	29	101	-20	1	10	103	99
CC(C)COP(=O)(OCC(C)C)C(O)c1ccc(F)cc1 (centres undefined)	100	102	7	99	13	97	-1	1	-4	99	97
CCN(CCn1cccn1)Cc1cn[nH]c1-c1ccc(OC)cc1F	101	97	6	100	14	97	16	-65	-5	100	97
CCn1c(CNC(=O)COc2c(C)cccc2C)nnc1SCC(=O)Nc1nccs1	102	104	9	100	17	101	.	14	-9	103	98
O=C(NCC1CCCO1)C(=O)N/N=C/c1ccccc1C(=O)O (centres undefined)	101	105	9	100	8	100	2	9	4	103	98
COC(=O)C1=C(C)N(C)C(=O)NC1c1ccccc1 (centres undefined)	99	103	21	101	12	101	.	-24	16	99	93
COC(=O)c1sc(-c2ccccc2)cc1NC(=O)c1ccccc1	96	95	6	97	18	99	7	-16	-153	101	100
COc1ccc(OCC(=O)N2CCN(C(=O)Cc3ccccc3)CC2)cc1	99	97	1	100	46	97	-14	-25	2	101	97
Cc1cccc(NC(=S)NN(Cc2ccccc2)c2ccccc2)c1C	97	92	15	98	13	98	.	-16	10	94	95

Random draw from the library. Share with any hit: about 3%.
